Source: PubChem
FN deposition inh – inhibitors of fibronectin matrix deposition, primary screen, AH1F cells, Alexa488-fibronectin fluorescence, plate reader; 350,000 compounds, 0.086% hits; AH1F fibroblasts, overnight; inhibition, % at 12.6 µM; AID 743247, 2014;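 active = mean inhibition across replicates of 30% or more, regardless of how many single replicates reach that level; inconclusive = mean under 30% yet at least half of replicates reach 30%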;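 also: positive control wells lacked labelled fibronectin entirely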
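Test system: AH1F fibroblast monolayer depositing Alexa488-labelled fibronectin into matrix. Input: 10000 cells per well. Technique: fluorescence, ex 485 nm, em 525 nm. Buffer or medium: DMEM plus 2% serum, read in PBS. Timing: 1 h cell adhesion before compound, then overnight fibronectin incubation. Compound: single dose, pinned. Read-out basis: inhibition from reduced deposited-fibronectin fluorescence.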
PAX8 reporter – inhibitors of PAX8-driven TPO luciferase reporter, primary screen, RMG-I cells, single concentration | inhibition, % at 12.6 µM | SteadyGlo, 24 h | 360,000 compounds, 1.2% hits;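 active = mean replicate inhibition at least 60% with every replicate also reaching 60%; inconclusive = only one of the two criteria is met; inactive = mean below 60% and not all replicates reaching 60%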;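 also: luciferase light reporting Pax8 driven TPO promoter activity; plate controls were median of neutral control wells for no effect and mitoxantrone controls for full effect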
EWS-Fli inh – EWS/Fli-driven NR0B1 reporter inhibitors, primary screen, A673 cells, NR0B1 luciferase, luminescence, MLPCN library. viability-normalised. inhibition, % at 12.6 µM. 350,000 compounds, 0.67% hits;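 active = mean inhibition of at least 50% after viability correction, with every replicate also passing that limit; inconclusive = mean reaches 50% but only one of two replicates passes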;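 also: firefly luciferase signal divided by Alamar Blue viability fluorescence both relative to DMSO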
INS-1E GSIS act – GLuc luminescence reporter in INS-1E cells, primary screen for activators of glucose-dependent secretion of insulin | INS-1E GLuc reporter insulin secretion, 2-3 h | activation, % at 16.6 µM | 370,000 compounds, 0.61% hits;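 active = lowest replicate activation of at least 40%, so every replicate reaches that level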;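 also: 0% = median of neutral control wells and 100% = median of IBMX positive control wells; some compounds called inactive have numbers as strong as hits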
miR122 inh – miR-122 Renilla sensor signal increase in Huh7, primary screen, miR-122 inhibitor project, cell-based, single point, plate reader; activation (reporter increase), % at 12.5 µM; 340,000 compounds, 0.3% hits; Huh7 miR-122 Renilla luciferase sensor, 48 h; neutral wells = 0, positive control = 100;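 active = mean replicate activation score at least 90 and every replicate individually at or above 90; inconclusive = only one of the two criteria met; inactive = neither criterion met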;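 also: higher luciferase means less miR-122 activity so hits act as miR-122 inhibitors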
CFTR F508del cor – F508del CFTR correction, initial screen, CFBE line, single point. activity (quench increase), % at 7.58 µM. 350,000 compounds, 0.36% hits. CFBE cells, YFP halide quenching; stimulated with forskolin plus potentiator P3; % fluorescence drop versus neutral controls;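 active = mean added fluorescence quench of at least 8% versus neutral control, with both replicates also reaching 8%; inconclusive = only one of the mean or replicate conditions met; inactive = mean below 8% and not both replicates reaching 8%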;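 also: cells transiently co-express mutant CFTR-F508del with the halide-sensitive YFP; corrector assay measuring rescue of mutant channel to the surface after 24 h compound exposure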
DENV2 CPE rescue – inhibitors of DENV2 cytopathic effect, primary screen, cell-based, plate reader, single concentration; DENV2-infected cells, cytopathic effect rescue; CPE inhibition, % at 9.99 µM; 350,000 compounds, 1.7% hits; AID 651640, 2012; in the data active = CPE inhibition above about 20%, passing the limit was not always enough; inconclusive = no clear call, values can overlap the other calls; tested in BHK-21 cells;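 also: 0% = median of neutral control wells and 100% = median of positive control wells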
* marks the source's active call; other numbers are inactive results; ? = inconclusive; · = not tested or not shown; & = joins results of further samples; [ ] = another dose, or the depositor's remark.

Order of values – FN deposition inh	DENV2 CPE rescue	miR122 inh	INS-1E GSIS act	CFTR F508del cor	EWS-Fli inh	PAX8 reporter
> O=C(Nc1ccccc1Oc1ccccc1)c1cc([N+](=O)[O-])ccc1Cl
  29	·	1	5	·	·	5
> COc1ccccc1NC(=O)N1C[C@@H]2N[C@H](C1)C2c1ccc(-c2ccccc2)cc1 (stereo partly drawn)
  -15&7	?	·	-20&-16	-1.4&-1.1	-6&3	-4&-9
> C=CCNCCOCCSc1ccc(Cl)cc1
  3	·	·	16	·	·	-1
> CC(=O)NC(CC(=O)OCC(=O)c1c(N)n(CC(C)C)c(=O)n(C)c1=O)c1ccccc1 (stereo not drawn)
  9	-1	·	6	0.6	12	-5
> CCN(CC)CCOC(=O)c1ccc(NC(=O)CCCN2C(=O)/C(=C\c3cccs3)SC2=S)cc1
  6	11	3	20	0.6	31	10
> CCc1ccc(NC(=O)Cn2c(=O)oc3cc(S(=O)(=O)N4CCOCC4)ccc32)cc1
  -11	?	3	-28	-3.4	5	14
> C[C@@H]1CN([C@@H](C)CO)C(=O)c2cccc(NC(=O)C3CC3)c2O[C@H]1CN(C)S(=O)(=O)c1ccc(Cl)cc1
  ·	18	-5[16.7 µM]	21	-0.9	-1	·
> C/C=C/c1ccc([C@H]2[C@H](CO)N(C(=O)c3cnccn3)C23CN(C(=O)C2CC2)C3)cc1
  -2	33*	·	0	-1.5	-3	5
> CC(C)NC(=O)Nc1cccc2c1O[C@H](CN(C)C(=O)Nc1ccc3c(c1)OCO3)[C@@H](C)CN([C@@H](C)CO)C2=O
  ·	1	0[16.7 µM]	1	0.2	-5	·
> CC(C)(C)OC(=O)N1CCC[C@H]1C(=O)OCC(=O)Nc1cc(S(C)(=O)=O)ccc1Cl
  -4	3	-1	5	-2.4	2	-8
> O=C(NNC(=O)c1ccc(Cn2cccn2)o1)NC12CC3CC(CC(C3)C1)C2
  7	18	3	2	-3.0	0	17
> O=C(CN1CCCC1)Nc1ccc([N+](=O)[O-])cc1
  5	1	-3	-1	0.8	5	-10
> c1ccc(N=NC2=NN(c3ccccc3)CS2)cc1
  2	-3	·	27	-0.1	-57	-92
> COc1ccccc1CN(C)C(C)C(=O)Nc1cccc(C(C)=O)c1 (stereo not drawn)
  0	6	0	1	-0.7	10	-4
> COc1ccc(CNC(=O)/C=C/c2ccccc2[N+](=O)[O-])cc1
  ·	13	·	-14	2.3	-9	3
> COc1ccccc1N(CC(=O)Nc1ccc2c(c1)OCO2)S(=O)(=O)c1ccccc1
  0	·	47	·	·	·	36
> Cc1noc(C)c1S(=O)(=O)NC(=O)C1(C)CCN1C(=O)C1(c2ccc(Cl)cc2)CCC1 (stereo not drawn)
  -1	-14	5	55*	2.5	11	10
> CCCCCCSc1ccc(-c2nc3ccc(Cl)cn3c2NCc2ccccc2)cc1
  1	3	-10	-9	0.3	5	-9
> C[C@@H]1CN([C@@H](C)CO)C(=O)c2cc(NC(=O)CCC(F)(F)F)ccc2O[C@@H](C)CCCCO[C@@H]1CN(C)Cc1ccncc1
  ·	-7	4[16.7 µM]	6	-2.7	-2	-1
> CCCCOc1ccc(CSCCN=C(N)N)cc1
  -7	·	·	2	4.7	-32	-50
> Fc1cccc(/C=N/Nc2ccccn2)c1
  -5	-2	·	-9	2.0	-98	-135
> CCOC(=O)c1c(C)n(CC)c2ccc(OC(=O)c3ccc([N+](=O)[O-])cc3)cc12
  15	-4	·	-2	·	10	-13
> COc1ccc(CC2(CO)CCN(Cc3cnn(C)c3)CC2)cc1
  -8	5	·	9	1.2	13	6
> C[C@@H]1C(NC(=O)c2ccccc2)CC2CC1C2(C)C (stereo partly drawn)
  -8	-4	·	-6	-0.6	-2	-13
> CC(=O)C1CCC2C3CCC4=CC(=O)C=CC4(C)C3C(=O)CC12C (stereo not drawn)
  7	0	-9	·	-2.6	-3	-16
> CCCNC(=O)N(C)C[C@@H]1Oc2ncc(C#CC3CC3)cc2C(=O)N([C@@H](C)CO)C[C@@H]1C
  ·	-8	1[16.7 µM]	-2	3.0	-3	·
> CO[C@H]1CN(C)C(=O)c2cc(NC(=O)C3CC3)ccc2OC[C@H](C)N(Cc2cccnc2)C[C@@H]1C
  -13	9	3[16.7 µM]	2	1.4	-4	-3
> CCCCC(=O)NC(=S)Nc1cc([N+](=O)[O-])ccc1OC
  4	-4	2	10	2.2	11	15
> Cc1ccc(Sc2ncccc2C(=O)O)cc1
  1	·	-3	17	·	·	-8
> C[C@H](CO)N1C[C@H](C)[C@@H](CN(C)S(=O)(=O)c2ccc(Cl)cc2)Oc2ccc(NS(=O)(=O)c3ccc(Cl)cc3)cc2CC1=O
  ·	6	-6[16.7 µM]	7	1.7	8	51
> CCCNC(=O)N(C)C[C@H]1Oc2ncc(C#C[C@H](C)O)cc2C(=O)N([C@@H](C)CO)C[C@@H]1C
  -1	8	-3[16.7 µM]	18	4.7	-10	·
> Cc1cccc(N2CCN(S(=O)(=O)c3ccc(-c4ccc(=O)[nH]n4)o3)CC2)c1C
  -5	0	1	4	0.2	10	-1
> Cc1ccc(S(=O)(=O)Nc2ccc3c(c2)C(=O)N([C@H](C)CO)C[C@H](C)[C@H](CN(C)Cc2ccc4c(c2)OCO4)OCCCC[C@@H](C)O3)cc1
  ·	-2	2[16.7 µM]	-14	0.5	-20	-21
> CCCNC(=O)[C@H]1[C@H](CO)[C@H]2Cn3c(ccc(-c4cccnc4)c3=O)[C@H]2N1C(=O)c1ccccc1F
  ·	-1	·	2	·	-4	·
> COc1cc(-c2ccc3sc(-c4ccsc4)c(C#CCO)c3c2)cc(OC)c1OC
  -5	?	4	·	-0.5	22	32
> CCOc1ccc(/C=N/NC(=O)c2nnn(-c3nonc3N)c2CN(C)C2CCCCC2)cc1
  3	17	-4	-6	1.6	·	11
> C[C@@H]1CN([C@@H](C)CO)C(=O)c2cc(NS(C)(=O)=O)ccc2O[C@H]1CN(C)Cc1ccc(C(=O)Nc2ccccc2N)cc1
  ·	-14	-3[16.7 µM]	10	-2.0	9	·
> COCCOc1ccc(C(F)(F)F)cc1NC(=O)CN1C(=O)NC2(CCCc3ccccc32)C1=O (stereo not drawn)
  -3	2	-12	·	-3.7	-11	-5
> O=C(O)CC1S/C(=N/N=C/c2ccccn2)NC1=O (stereo not drawn)
  3	2	-5	24	0.5	0	-6
> Cc1ccc(C(=O)NCC(=O)Nc2ccccc2C)o1
  6	10	-2	-3	2.6	-11	-24
> COc1ccc(Cl)cc1-n1c(=S)sc2c(=O)[nH]c(SCC(=O)C(C)(C)C)nc21
  3	-1	-15	-40	-5.3	5	1
> CCN(CC)c1ccc(S(=O)(=O)N2CCOCC2)cc1NC(=O)CSc1ccccc1
  -5	8	6	-40	1.1	4	-11
> Cc1ccc(S(=O)(=O)NCC[C@H]2CC[C@H](NC(=O)NC(C)C)[C@H](CO)O2)cc1
  -7	4	·	0	-4.4	6	5
> C[C@@H]1CN([C@@H](C)CO)C(=O)c2cc(NS(=O)(=O)c3cccs3)ccc2O[C@H]1CN(C)C(=O)Nc1ccc2c(c1)OCO2
  0	5	-2[16.7 µM]	-8	-0.6	-6	·
> C(=N\N=C\c1ccccn1)/c1ccccn1
  -6	7	·	-12	-1.2	4	-8
> COc1ccc(NC(=O)Nc2ccc3c(c2)C(=O)N([C@@H](C)CO)C[C@H](C)[C@@H](CN(C)S(=O)(=O)c2ccc(C)cc2)O3)cc1
  ·	5	-5[16.7 µM]	-4	-1.5	-6	-17
> O=C(Nc1nc(-c2ccc(Oc3ccccc3)cc2)cs1)C1=COCCO1
  -2	·	-33	-3	·	·	3
> Cc1cc(C)nc(NC(=S)Nc2ccc(Br)cc2Cl)c1
  -25	1	·	-5	1.0	-4	-14
> CCN(c1ccccc1)S(=O)(=O)c1ccc(Cl)c(NC(=O)CSc2ncn[nH]2)c1
  8	-1	·	·	·	0	6
> COc1ncnc2c1oc1nc(C)c3c(c12)CC(C)(C)OC3
  -2	-2	-3	10	-33	4	2
> COc1ccc(S(=O)(=O)N(C)C[C@H]2Oc3ccc(NC(=O)Cn4cnnn4)cc3C(=O)N([C@H](C)CO)C[C@H]2C)cc1
  -3	14	3[16.7 µM]	27	2.9	5	·
> CCOc1ccccc1NC(=O)C1CCN(C(=O)c2cccs2)CC1
  -1	15	·	22	-2.2	-3	18
> Cc1ccc(NC(=O)CN2C(=O)CN(C)C2=O)cc1S(=O)(=O)N1CCCCC1
  -6	0	·	-12	1.1	-4	2
> CCN1[C@H](C(=O)Nc2ccccc2)[C@@H](CO)[C@@H]2Cn3c(ccc(-c4ccc(F)cc4)c3=O)[C@@H]21
  ·	11	·	-8	1.4	-4	·
> C[C@@H]1CN([C@H](C)CO)C(=O)c2cccc(NS(C)(=O)=O)c2O[C@@H]1CN(C)Cc1ccc(Oc2ccccc2)cc1
  ·	?	0[16.7 µM]	11	1.7	2	-15
> CC1CCCN(c2ccc([N+](=O)[O-])cc2C(=O)c2ccccc2)C1 (stereo not drawn)
  0	-3	·	9	·	59*	57
> COc1cccc(/C=c2\sc3nc(-c4cccs4)nn3c2=O)c1OC
  5	·	-3	·	·	·	4
> COc1ccc2c3c(n(C)c2c1)[C@H](CO)N(CC1CCCCC1)CC31CCN(Cc2nccs2)CC1
  ·	23*	·	-25	2.9	19	23
> CC(C)C1Cc2ccccc2-c2[nH]c(=S)[nH]c(=O)c21 (stereo not drawn)
  -5	72*	-9	·	1.2	4	9
> c1ccc(-c2noc(CN3CCOCC3)n2)cc1
  9	7	-3	3	2.3	-34	-24
> CCCCN1C(=O)c2ccc(C(=O)Nc3ccccc3N3CCOCC3)cc2C1=O
  7	3	·	2	·	3	21
> CCOP(=O)(OCC)/C(=N/OC(=O)c1ccccc1C)C(N)=O
  8	·	-4	0	·	·	11

Three compounds already listed, arranged by the value under miR122 inh, ascending.
canonical_smiles | DENV2 CPE rescue | miR122 inh | INS-1E GSIS act | CFTR F508del cor
O=C(Nc1nc(-c2ccc(Oc3ccccc3)cc2)cs1)C1=COCCO1 | · | -33 | -3 | ·
O=C(CN1CCCC1)Nc1ccc([N+](=O)[O-])cc1 | 1 | -3 | -1 | 0.8
O=C(Nc1ccccc1Oc1ccccc1)c1cc([N+](=O)[O-])ccc1Cl | · | 1 | 5 | ·
